# Mdm2 MdmX PPI: inhibitors of human Mdm2/MdmX interaction | inhibition, % at 8 µM | O15151+Q00987 | SaOS-2 split-luciferase Mdm2/MdmX complementation, luminescence | 330,000 compounds, 3% hits;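 active = inhibition of at least 50% at 8 µM in the primary screen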
# Target sequence (O15151 whole entry, looked up): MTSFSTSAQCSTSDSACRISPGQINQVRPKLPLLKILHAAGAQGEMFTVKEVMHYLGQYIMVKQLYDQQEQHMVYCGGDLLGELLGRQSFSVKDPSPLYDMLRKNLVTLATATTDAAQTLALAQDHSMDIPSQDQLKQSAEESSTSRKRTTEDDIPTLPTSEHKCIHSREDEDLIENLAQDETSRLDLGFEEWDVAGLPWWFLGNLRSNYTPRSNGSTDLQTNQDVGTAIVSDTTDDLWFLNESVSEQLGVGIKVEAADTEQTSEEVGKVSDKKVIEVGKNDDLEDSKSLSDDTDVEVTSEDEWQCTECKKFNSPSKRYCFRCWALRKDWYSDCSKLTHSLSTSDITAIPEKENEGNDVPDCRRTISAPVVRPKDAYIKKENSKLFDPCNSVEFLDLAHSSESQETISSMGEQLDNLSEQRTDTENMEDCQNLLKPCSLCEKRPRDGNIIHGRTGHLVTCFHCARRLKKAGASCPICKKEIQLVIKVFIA
# Target sequence (Q00987 whole entry, looked up): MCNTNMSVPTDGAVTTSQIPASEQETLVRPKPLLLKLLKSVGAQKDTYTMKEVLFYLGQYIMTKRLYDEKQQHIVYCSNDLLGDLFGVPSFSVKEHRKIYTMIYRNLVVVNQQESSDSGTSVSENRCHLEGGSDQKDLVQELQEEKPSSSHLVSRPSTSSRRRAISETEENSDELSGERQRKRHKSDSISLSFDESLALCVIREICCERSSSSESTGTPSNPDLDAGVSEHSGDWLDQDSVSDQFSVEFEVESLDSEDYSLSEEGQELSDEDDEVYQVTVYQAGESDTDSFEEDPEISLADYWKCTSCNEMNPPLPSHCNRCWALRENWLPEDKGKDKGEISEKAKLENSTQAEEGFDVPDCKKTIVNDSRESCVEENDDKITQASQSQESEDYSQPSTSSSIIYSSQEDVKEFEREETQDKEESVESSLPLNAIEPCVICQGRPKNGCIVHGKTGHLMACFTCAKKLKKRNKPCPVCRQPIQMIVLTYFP
# UPR CHOP act: activators of apoptotic arm of unfolded protein response (CHOP). activation, % at 10 µM. AID 449763. CHO-CHOP luciferase reporter, UPR activation, luminescence; percent of tunicamycin response over DMSO baseline. 330,000 compounds, 0.34% hits;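 active = at 10 µM dose, activation of 40% or more, normalized to positive control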;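 also: 100% = tunicamycin at 10 µg/mL and 0% = DMSO alone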
#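 Assay system: CHO-CHOP cells, stable luciferase reporter of PERK-eIF2a-CHOP signalling / Buffer or medium: F12 plus 10% serum / Compound dosing: one dose, 10 µM in 0.5% DMSO / Times: 6 h compound treatment, 37 °C / Technique: luciferase luminescence / Read-out: % reporter activation, DMSO baseline versus tunicamycin full activation / Benchmarks: tunicamycin and DMSO controls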
# XBP1 UPR activ: activators of adaptive arm of unfolded protein response (XBP1); CHO-XBP1 luciferase reporter, IRE1-XBP1 UPR activation, luminescence; percent of tunicamycin response, DMSO as zero; 330,000 compounds, 0.33% hits; activation, % at 20 µM;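 active = versus positive control, 20 µM dose yields 30% or more activation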;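 also: 100% = tunicamycin at 10 µg/mL and 0% = DMSO only wells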
#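 Material: CHO-XBP1 cells stably carrying IRE1-XBP1-driven luciferase reporter / Amount: 1000 cells per well / Compound: 20 µM, 1% DMSO / Times: 6 h treatment, 37 °C / Detection: luciferase luminescence / Measure: % activation of reporter signal versus tunicamycin and DMSO controls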
# tim23-1 inh: inhibits growth of tim23-1 mutant yeast; S. cerevisiae tim23-1 growth, BacTiter-Glo luminescence, 24 h; inhibition, % at 20 µM; 330,000 compounds, 1.3% hits; AID 463212;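 active = growth inhibition of the mutant yeast at or above 50%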;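 also: temperature-sensitive mutant grown at 25 °C; plate controls were DMSO-treated mutant yeast for no effect and medium wells lacking yeast for full effect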
# tim10-1 inh: inhibits growth of tim10-1 mutant yeast. inhibition, % at 20 µM. AID 463190. 330,000 compounds, 2.2% hits. S. cerevisiae tim10-1 ts strain growth, BacTiter-Glo, 24 h;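 active = inhibition of at least 40%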;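 also: mutant grown at 25 °C; 0% = DMSO wells with yeast and 100% = wells holding no yeast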
# 697 NFkB inh: lowers PMA/ionomycin-induced NF-kB signal in 697 B cells. 697 B-cell NF-kB luciferase reporter, 16 h. inhibition, % at 4 µM. 330,000 compounds, 0.33% hits; in the data active = inhibition above about 35%
# TIM10 inh: inhibits growth of TIM10 yeast strain. S. cerevisiae TIM10 strain growth, BacTiter-Glo luminescence, 24 h. inhibition, % at 10 µM. 330,000 compounds, 1.4% hits. AID 463195;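 active = inhibition of 40% or more at the single tested concentration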;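 also: wild-type TIM10 isogenic control strain grown at permissive 25 °C; 0% = DMSO yeast wells and 100% = minimal medium wells without yeast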
# Jurkat NFkB inh: lowers PMA/ionomycin-induced NF-kB signal in Jurkat cells | PMA/ionomycin-induced NF-kB luciferase reporter, luminescence | inhibition, % at 4 µM | 330,000 compounds, 0.53% hits | AID 435003; in the data active = inhibition above about 50%
# Active calls of the source: *.
cpd | SMILES | Mdm2 MdmX PPI | UPR CHOP act | XBP1 UPR activ | tim23-1 inh | tim10-1 inh | 697 NFkB inh | TIM10 inh | Jurkat NFkB inh
1 | O=C(CNCc1ccccn1)Nc1ccc([N+](=O)[O-])cc1C(=O)Nc1ccccc1F | 5 | 1.8 | 0 | 20 | 8 | 5 | 9 | 17
2 | COc1cc(C)c(CNc2cccc(C)c2)cc1C | 11 | -1.1 | -2 | -4 | -2 | 19 | -8 | 4
3 | O=C(CCC1CCCC1)NNC(=O)c1ccc(F)cc1 | 11 | -1.7 | 2 | -2 | -15 | 7 | 0 | -9
4 | O=C(CCCN1C(=O)/C(=C/c2cccs2)SC1=S)NNC(=O)c1cccnc1 | 1 | 0.5 | -1 | -20 | -3 | 29 | -3 | -8
5 | CN(C)S(=O)(=O)N1CCC(Oc2cccc(C(=O)NC3CCCCCC3)c2)CC1 | 22 | 0.5 | -5 | 16 | 20 | -13 | 2 | 18
6 | O=C(NCCc1ccccc1)c1ccc(CS(=O)(=O)Cc2ccc(F)cc2)o1 | 3 | 2.8 | -5 | 6 | 14 | 6 | 2 | 4
7 | COc1ccccc1NC(=O)N1CCN(c2ccccc2F)CC1 | 0 | 1.2 | 0 | -11 | 11 | 4 | -10 | -4
8 | CCN(CC(=O)NCc1ccc(Cl)cc1)CC(=O)NC1(C#N)CCCC1 | 6 | 0.1 | -1 | 1 | -5 | -2 | -9 | -8
9 | COc1ccc2c(c1)OC[C@H]1[C@H]2N2C(=O)CN(Cc3ccc(C)cc3)C(=O)[C@@]2(C)[C@H]1c1ccccc1 | 7 | 1.9 | -6 | 24 | 20 | 24 | 12 | 4
10 | O=C(Nc1nc2c(ccc3ccccc32)s1)c1cc([N+](=O)[O-])ccc1N1CCOCC1 | -18 | 8.6 | 0 | 0 | 17 | -32 | 17 | -29
11 | COc1ccc(-n2nc(C(=O)N3CCCCC3)c(C)c(C#N)c2=O)cc1 | 3 | -1.6 | -3 | 18 | 19 | 18 | -6 | -1
12 | COCc1ccc(C(=O)N2CCCC(C(=O)c3ccc(Cl)cc3C)C2)o1 (centres undefined) | 15 | -0.5 | -3 | 9 | 3 | -8 | -9 | -1
13 | O=C(/C=C/c1ccccc1)N(Cc1cccs1)C1CCS(=O)(=O)C1 (centres undefined) | 7 | 1.3 | -4 | -1 | 7 | -22 | -13 | -4
14 | Nc1nnnn1CC(=O)N/N=C/c1cccs1 | -9 | 2.2 | 2 | 1 | -15 | 7 | -12 | -8
15 | CCc1cccc(CC)c1NC(=O)CNCc1cccs1 | 14 | -1.1 | -2 | 19 | 12 | 6 | 1 | -17
16 | NC(=O)c1cc(N2C(=O)C=CC2=O)ccc1Cl | -26 | 2.6 | -1 | 21 | 13 | 23 | -7 | 6
17 | CCOc1ncccc1C(=O)Nc1cccc(S(=O)(=O)N2CCCCC2)c1 | 14 | -3.2 | 3 | 9 | 6 | 9 | 1 | 9
18 | CN1CCN(C=NC2=NN(c3cccc(C(F)(F)F)c3)CC2)CC1 | 0 | 0.1 | 1 | 24 | 14 | 0 | -12 | -1
19 | Cc1cccc(C(=O)NNC(=O)C2CCN(C(=O)OC(C)(C)C)CC2)c1 | 18 | -1.8 | -4 | -4 | -2 | 17 | 8 | 3
20 | O=C(Oc1cccc2cccnc12)c1ccc2c(c1)OCCO2 | 28 | 2.1 | 2 | 12 | 33 | 17 | 16 | 11
21 | COCCn1c(N)c(N(Cc2ccccc2)C(=O)COc2ccc(F)cc2Cl)c(=O)[nH]c1=O | 7 | 0.2 | 2 | -7 | 15 | 19 | 3 | -6
22 | O=C(N/N=C/c1sc(N2CCOCC2)nc1-c1ccccc1)c1ccc(O)cc1 | -12 | 1.1 | 1 | 10 | 13 | 31 | 12 | 2
23 | CNc1oc(-c2cccc3ccccc23)nc1C#N | 10 | 4.0 | 9 | 4 | 5 | -5 | 14 | 5
24 | COc1ccc(CCNC(=O)C2CCCN(S(=O)(=O)c3ccccc3)C2)cc1 (centres undefined) | 11 | 1.7 | -4 | 24 | 20 | 3 | 19 | 18
25 | Cc1cc(Cl)c(S(=O)(=O)NC(C)C)cc1OCC(N)=O | -11 | 0.8 | 1 | 8 | -6 | -7 | -14 | -2
26 | C/C(=N/NS(=O)(=O)c1cc(C)ccc1C)c1ccc2c(c1)OCO2 | 27 | 0.3 | -2 | 30 | 8 | 20 | -3 | 14
27 | COc1ccc(NC(=O)COC(=O)COc2cccc3c2OC(C)(C)C3)cc1 | -2 | 3.5 | 0 | 9 | -10 | -11 | 11 | 22
28 | CCOC(=O)c1sc(NCC2CCCO2)nc1C (centres undefined) | 15 | -0.1 | -2 | 19 | 8 | 0 | 10 | -3
29 | CCc1cccc(C)c1NC(=O)N(C)C1CCCCC1 | 3 | 0.0 | 0 | -6 | 3 | 10 | 6 | 8
30 | COc1ccc(Cl)cc1NC(=O)Nc1ccccc1SC | 1 | -0.5 | 0 | 18 | 16 | 24 | 9 | -2

# An excerpt from above, showing only TIM10 inh and tim23-1 inh:
nr	Compound	TIM10 inh	tim23-1 inh
8	CCN(CC(=O)NCc1ccc(Cl)cc1)CC(=O)NC1(C#N)CCCC1	-9	1
9	COc1ccc2c(c1)OC[C@H]1[C@H]2N2C(=O)CN(Cc3ccc(C)cc3)C(=O)[C@@]2(C)[C@H]1c1ccccc1	12	24
10	O=C(Nc1nc2c(ccc3ccccc32)s1)c1cc([N+](=O)[O-])ccc1N1CCOCC1	17	0
11	COc1ccc(-n2nc(C(=O)N3CCCCC3)c(C)c(C#N)c2=O)cc1	-6	18
12	COCc1ccc(C(=O)N2CCCC(C(=O)c3ccc(Cl)cc3C)C2)o1 (centres undefined)	-9	9
13	O=C(/C=C/c1ccccc1)N(Cc1cccs1)C1CCS(=O)(=O)C1 (centres undefined)	-13	-1

# Taken from above.
# For XBP1 UPR activ, no. 19 shows -4
# For TIM10 inh, no. 26 shows -3
# For tim10-1 inh, no. 30 shows 16

# (more compounds)
cpd | SMILES | Mdm2 MdmX PPI | UPR CHOP act | XBP1 UPR activ | tim23-1 inh | tim10-1 inh | 697 NFkB inh | TIM10 inh | Jurkat NFkB inh
31 | COC(=O)CSc1ncc(C#N)c(N)n1 | 0 | -1.6 | -1 | 5 | 16 | 2 | -1 | -15
32 | O=C(c1cccc(S(=O)(=O)NCc2ccccc2)c1)N1CCN(Cc2ccccc2)CC1 | 18 | 2.6 | -1 | 5 | 15 | -13 | 3 | 2
33 | O=C(Nc1cccc(-c2nnc(-c3ccccc3)o2)c1)c1ccc(Br)o1 | 27 | 3.7 | 3 | 73* | 21 | 3 | 23 | 8
34 | CCOC(=O)C1(Cc2ccc(O)cc2)NC(c2ccco2)C2C(=O)N(c3ccccc3F)C(=O)C21 (centres undefined) | 10 | -1.5 | 1 | 9 | 8 | 13 | -13 | 8
35 | O=C(CN(C(=O)c1csnn1)c1ccccc1F)NC1CCCCC1 | 29 | -1.5 | -7 | 4 | -7 | 14 | 1 | 4
36 | CN(/N=C/c1ccc(O)cc1O)c1ncc(C(F)(F)F)cc1Cl | 23 | 1.4 | 7 | 62* | 45* | -19 | 11 | 19
37 | Cc1onc(-c2ccccc2Cl)c1C(=O)N(Cc1ccccc1)C(C)C | -15 | -1.1 | 0 | 30 | 15 | 1 | -11 | -14
38 | Cc1ccc(OCC(=O)N(C)CC(=O)NCc2ccco2)c(Br)c1 | -3 | 0.1 | -2 | -3 | 7 | 14 | 1 | 9
39 | Cc1cc(C)nc(N(C#N)CC(=O)c2ccccc2)n1 | 21 | -1.1 | -1 | 8 | 22 | -12 | 23 | 20
40 | CN(CCC1CCCCO1)C(=O)CCc1nnc(Cc2c[nH]c3ccccc23)o1 (centres undefined) | 6 | 0.8 | -3 | 10 | 7 | 19 | -9 | 4
41 | O=c1cc(CN2CCc3ccccc32)nc2sccn12 | 22 | -0.1 | -1 | -7 | 14 | 8 | 9 | 0
42 | O=S(=O)(NCCN1CCCC1)c1ccc(Br)cc1 | -13 | -0.6 | -8 | 1 | -13 | 4 | -1 | -9
43 | O=C1C(Nc2ccccc2)=C(NS(=O)(=O)c2ccccc2)C(=O)c2ccccc21 | -14 | 2.0 | -2 | 9 | 11 | 0 | 17 | 2
44 | CCN(CC)CC(O)Cn1c(C)c(-c2ccccc2)c2cc([N+](=O)[O-])ccc21 (centres undefined) | 35 | 1.7 | 3 | 5 | -1 | 2 | 1 | 13
45 | Cc1c(NC(=O)CSc2nnc(-c3ccco3)n2-c2ccccc2)c(=O)n(-c2ccccc2)n1C | -4 | -2.7 | 0 | 2 | -7 | 14 | -5 | 9
46 | S=c1[nH]c2cc(Br)cnc2[nH]1 | -5 | 0.0 | 5 | -6 | 2 | -32 | 16 | -7
47 | CCc1noc(C)c1C(=O)Nc1nc(-c2ccccc2)c(C(C)=O)s1 | -3 | -0.1 | -1 | 36 | 10 | -1 | 8 | -1
48 | Cn1cnnc1Sc1ccc(C(=O)OCC(=O)Nc2cc(Cl)cc(Cl)c2)cc1[N+](=O)[O-] | 30 | -1.8 | -2 | 22 | 10 | 7 | 2 | 11
49 | N#C/C(=N\Nc1ccc(Cl)cc1)C(=N)N1CCCCC1 | -125 | 2.5 | -4 | 25 | 7 | -228 | 14 | -200

# Entries of single compounds, quoted from the list:
# CCc1noc(C)c1C(=O)Nc1nc(-c2ccccc2)c(C(C)=O)s1 is entered as Mdm2 MdmX PPI = -3; UPR CHOP act = -0.1; XBP1 UPR activ = -1; tim23-1 inh = 36; tim10-1 inh = 10; 697 NFkB inh = -1; TIM10 inh = 8; Jurkat NFkB inh = -1
# Cn1cnnc1Sc1ccc(C(=O)OCC(=O)Nc2cc(Cl)cc(Cl)c2)cc1[N+](=O)[O-] is entered as Mdm2 MdmX PPI = 30; UPR CHOP act = -1.8; XBP1 UPR activ = -2; tim23-1 inh = 22; tim10-1 inh = 10; 697 NFkB inh = 7; TIM10 inh = 2; Jurkat NFkB inh = 11
